# Source: PubChem
# PME-1 inh – PME-1 inhibitors via competitive probe labeling, primary screen, biochemical, fluorescence polarization, FP-Rh probe, HTS; AID 2130, 2009; 320,000 tested, 0.53% active; Protein phosphatase methylesterase 1 (Homo sapiens), Q9Y570; inhibition, % at 5.9 µM; recombinant PME-1;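 active means inhibition above the campaign mean of all compounds plus 3 SD, cut at about 26% in these data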;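 further: competitive labeling of PME-1 active site by serine hydrolase directed probe; 0% = PME-1 with DMSO and 100% = wells lacking PME-1 enzyme; inhibitors block probe labeling so polarization falls and inhibition rises; many of its hits are not listed in these tables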
# PAFAH1B3 FP inh – PAFAH1B3 enzyme inhibitors, primary screen, biochemical, fluorescence polarization, human; Platelet-activating factor acetylhydrolase IB subunit alpha1 (Homo sapiens), Q15102; recombinant PAFAH1B3, FP-rhodamine probe; inhibition, % at 3.39 µM; 340,000 tested, 0.28% active; AID 492972, 2010;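 active means inhibition above the screen-wide average of all tested compounds plus 3 SD, cut at about 25% in these data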;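 further: 0% = enzyme with DMSO only and 100% = wells lacking PAFAH1B3 protein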
# PAD4 inh – human PAD4 inhibitors, primary screen, biochemical, fluorescence polarization, 1536-well format; Protein-arginine deiminase type-4 (Homo sapiens), Q9UM07; recombinant PAD4, RCA probe fluorescence polarization; inhibition, % at 6.36 µM; 330,000 tested, 0.41% active; AID 485272, 2010;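 active means percent inhibition above a cutoff equal to the mean of all tested compounds plus 3 SD, cut at about 15% in these data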;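 further: 0% = PAD4 with RCA probe and DMSO and 100% = probe without PAD4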
# Target sequence (Q9UM07 whole entry, looked up): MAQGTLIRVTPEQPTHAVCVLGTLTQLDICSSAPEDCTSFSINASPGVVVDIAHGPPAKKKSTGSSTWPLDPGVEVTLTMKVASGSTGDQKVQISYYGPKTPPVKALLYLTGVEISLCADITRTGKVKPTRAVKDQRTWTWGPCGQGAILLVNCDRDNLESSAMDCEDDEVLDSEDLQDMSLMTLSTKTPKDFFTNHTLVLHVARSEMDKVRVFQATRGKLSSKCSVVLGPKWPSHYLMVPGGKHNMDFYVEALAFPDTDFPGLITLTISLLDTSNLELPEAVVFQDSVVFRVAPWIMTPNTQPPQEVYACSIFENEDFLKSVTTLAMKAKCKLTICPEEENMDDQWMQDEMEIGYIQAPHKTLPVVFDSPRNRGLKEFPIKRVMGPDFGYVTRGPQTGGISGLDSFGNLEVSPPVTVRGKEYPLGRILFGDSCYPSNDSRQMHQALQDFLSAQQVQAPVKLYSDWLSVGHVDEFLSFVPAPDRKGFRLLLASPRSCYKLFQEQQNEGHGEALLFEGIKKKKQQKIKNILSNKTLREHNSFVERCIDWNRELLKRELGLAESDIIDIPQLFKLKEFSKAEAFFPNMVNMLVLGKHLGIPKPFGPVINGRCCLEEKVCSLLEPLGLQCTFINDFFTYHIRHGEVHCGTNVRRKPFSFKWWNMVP
# GSTO1 inh – inhibitors of recombinant GSTO1, primary screen, counter-screen for RBBP9 inhibitor project, biochemical, fluorescence polarization. activity-based probe fluorescence polarization. inhibition, % at 5.96 µM. 300,000 tested, 1.1% active;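 active means inhibition above the campaign mean inhibition plus 3 SD, cut at about 35% in these data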;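 further: 0% = GSTO1-1 with DMSO and 100% = wells lacking GSTO1-1 enzyme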
# PAFAH2 inh – PAFAH2 enzyme inhibitors, primary screen, biochemical, fluorescence polarization, human. recombinant PAFAH2, FP-rhodamine activity probe. inhibition, % at 3.39 µM. 340,000 tested, 0.99% active. Platelet-activating factor acetylhydrolase 2, cytoplasmic (Homo sapiens), Q99487;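 active means inhibition above the mean over all tested compounds plus 3 SD, cut at about 30% in these data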;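 further: inhibitors block probe labeling of enzyme so polarization drops; 0% = enzyme with DMSO and 100% = wells lacking PAFAH2 protein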
# pPAFAH FP inh – pPAFAH enzyme inhibitors, primary screen, biochemical, fluorescence polarization, human; 330,000 tested, 1.5% active; recombinant pPAFAH, FP-rhodamine probe fluorescence polarization; inhibition, % at 3.39 µM;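 active means inhibition above the mean inhibition across the screen plus 3 SD, cut at about 25% in these data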;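 further: inhibitors block binding of the rhodamine activity-based probe so polarization drops; 0% = enzyme with DMSO and 100% = wells lacking pPAFAH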
# PAFAH1B2 inh – PAFAH1B2 enzyme inhibitors, primary screen, biochemical, fluorescence polarization, human. inhibition, % at 3.39 µM. 340,000 tested, 1.2% active. Platelet-activating factor acetylhydrolase IB subunit alpha2 (Homo sapiens), P68402. recombinant PAFAH1B2, FP-rhodamine activity probe;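 active means inhibition above the mean of all tested compounds plus 3 SD, cut at about 24% in these data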;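 further: 0% = enzyme with DMSO and 100% = wells lacking PAFAH1B2; many of its hits are not listed in these tables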
# Target sequence (P68402 whole entry, looked up): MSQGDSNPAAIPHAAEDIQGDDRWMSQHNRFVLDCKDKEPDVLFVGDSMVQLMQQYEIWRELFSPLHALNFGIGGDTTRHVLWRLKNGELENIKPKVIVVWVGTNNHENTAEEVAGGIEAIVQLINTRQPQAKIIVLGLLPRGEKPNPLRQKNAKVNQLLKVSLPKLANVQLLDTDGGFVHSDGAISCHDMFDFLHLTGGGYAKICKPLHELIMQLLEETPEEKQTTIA
# LYPLA2 counter – LYPLA2 inhibitors, primary screen, counter-screen for PME1 inhibitor project, biochemical, fluorescence polarization, FP-Rh probe ABPP | Acyl-protein thioesterase 2 (Homo sapiens), O95372 | recombinant LYPLA2 | inhibition, % at 5.9 µM | 320,000 tested, 0.38% active;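 active means inhibition above the screen-wide mean plus 3 SD, limit set per campaign, cut at about 26% in these data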;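 further: 0% = LYPLA2 with DMSO and 100% = wells lacking LYPLA2 enzyme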
# LYPLA1 inh – LYPLA1 inhibitors, primary screen, counter-screen for PME1 inhibitor project, biochemical, fluorescence polarization, FP-Rh probe ABPP; Acyl-protein thioesterase 1 (Homo sapiens), O75608; inhibition, % at 5.9 µM; 320,000 tested, 0.16% active; recombinant LYPLA1;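 active means inhibition above the mean of all tested compounds plus 3 SD, set per campaign, cut at about 14% in these data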;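 further: inhibitors block serine hydrolase probe labeling of LYPLA1 so polarization falls; 0% = enzyme with DMSO and 100% = wells lacking LYPLA1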
# Active calls of the source: *; x = no result given. These rows are one share of the data. The share of hits here may be higher or lower than overall.
# Screens in order – PME-1 inh	PAFAH1B3 FP inh	PAD4 inh	GSTO1 inh	PAFAH2 inh	pPAFAH FP inh	PAFAH1B2 inh	LYPLA2 counter	LYPLA1 inh
Cc1ccc(OCC(=O)NNC(=O)C2CCN(c3ncccn3)CC2)cc1
    -3	0	3	1	1	0	3	-2	0
Cn1ncc(C#N)c1NC(=O)C1CC(c2c(F)cccc2Cl)=NO1 (stereo not given)
    -7	-2	0	4	-1	-5	-3	0	-2
CCN(Cc1ccccc1)C(=O)c1cc(COc2c(F)cccc2F)on1
    -6	7	-2	1	-2	1	5	0	4
FC(F)(F)c1cccc(Cc2noc(CN3CCCC3)n2)c1
    4	0	-1	4	-1	5	6	-4	1
COc1ccc(CN2CCC(C(=O)N3CCCC(C)C3)CC2)cc1OC (stereo not given)
    0	2	0	-2	-4	2	0	0	-1
O=C(NCc1nc2ccccc2[nH]1)C1=C[C@H](c2ccc(C(F)(F)F)cc2)C[C@H](OCc2ccc(CO)cc2)O1
    -9	-5	-3	-8	-24	-4	-4	-18	-15
Cc1ccccc1N(CC(=O)NCCSCc1ccco1)S(C)(=O)=O
    0	-10	4	5	7	0	2	5	3
Cc1cc(C)cc(C(=O)Nc2cccnc2Cl)c1
    0	10	5	7	4	1	4	-2	0
COc1ccc(CNC(=O)c2ccc(-c3ccccc3)cc2)cc1
    -6	-5	-3	-1	2	4	-1	-2	-4
CCOC(=O)c1ccc(N2C(=O)CC(NNC(=O)c3ccc(Br)s3)C2=O)cc1 (stereo not given)
    1	x	-2	-9	x	5	x	3	-4
COc1ccc(NC(=O)NN(C(=O)c2ccccc2)C(C)(C)C)cc1
    5	8	-2	-8	-1	2	5	3	0
COc1ccc(C)cc1S(=O)(=O)n1cnc2ccccc21
    -3	10	-2	-3	0	1	2	0	0
C[C@H](NCc1c[nH]c2ccccc12)c1ccccc1
    -10	5	0	14	3	1	4	-8	3
O=C1/C(=C/c2ccncc2)SC(=S)N1N1CCOCC1
    -9	8	-3	-9	-2	0	1	-5	-5
COc1cc(NC(=O)c2cccnc2)c(Cl)cc1NC(=O)c1ccccc1
    -5	11	-5	0	-1	1	1	6	0
O=[N+]([O-])c1cc(Cl)ccc1-c1nc(-c2ccccc2)no1
    -1	-1	-7	8	2	4	4	13	1
CC(=O)c1c(O)c2cccc3c2n(c1=O)CCC3
    2	-8	3	12	7	-1	4	-2	-4
COc1ccc(C(=O)N(Cc2ccco2)Cc2cc3cc(C)ccc3[nH]c2=O)cc1OC
    -2	-5	2	9	4	3	4	11	6
O=C(Oc1ccc2c(c1)OCO2)c1cccs1
    3	1	-5	0	2	5	1	20	2
Cc1ccc(CNC(=O)C2CCC(=O)N(C3CC3)C2)cc1 (stereo not given)
    1	-2	0	-1	1	4	-1	-1	3
CN(C)CCCN(C(=O)c1ccc(S(=O)(=O)N2CCCCC2)cc1)c1nc2cc3c(cc2s1)OCO3
    5	10	0	1	-2	1	-7	11	2
N#C/C(=C/c1ccc(N2CCCCC2)cc1)c1cccc(F)c1
    -6	-4	-3	-1	-5	8	-5	-2	-3
O=C(Nc1ccc(F)cc1)c1nsc(Cl)c1Cl
    -6	4	-5	-3	-3	3	3	5	-1
Cc1cc(C)c(NC(=O)CN(c2ccccc2)S(=O)(=O)N(C)C)c(C)c1
    0	6	-4	1	-1	6	-2	-2	1
COC(=O)c1ccccc1NC(=O)CSc1nnnn1CC(=O)O
    -6	-1	-1	2	3	-1	4	5	0
CCOC(=O)c1c(NC(=O)CCC(=O)N(CC)CC)sc2c1CC(C)(C)OC2
    -1	7	2	1	-2	5	5	-6	1
O=C1CN(c2nc(-c3ccccc3)c3cc(Cl)ccc3n2)c2ccccc2N1
    -2	5	-2	-1	-4	-1	-3	-2	0
COc1ccc(Br)cc1CN(C)C(C)C(=O)Nc1cccc(C(C)=O)c1 (stereo not given)
    7	0	-1	-2	-1	6	6	5	3
C=CCOC(=O)C1=C[C@H](c2ccc(C(F)(F)F)cc2)[C@@H](CCCO)[C@H](OCC)O1
    0	-1	0	3	-1	6	-3	-2	2
CN(C(=O)c1cccc(NC(=O)c2ccco2)c1)c1ccccc1
    0	2	-2	7	2	4	4	-3	-1
COC(=O)C1=C(C)N(Cc2ccco2)C(=O)N[C@@H]1c1ccco1
    -2	-7	1	3	5	2	1	-2	-6
O=C(NCc1cccs1)C1CC(=O)N(c2ccc(Cl)cc2)C1 (stereo not given)
    -2	4	-1	5	-3	6	4	-1	0
COc1ccc(NC(=O)NCc2ccc3c(c2)OCO3)cc1
    2	4	-2	5	-4	4	0	4	0
COc1cc(OC)cc(-c2n[nH]c(=S)n2-c2cc(OC)ccc2OC)c1
    -6	4	2	1	1	-8	7	-3	-2
COc1ccc(-c2cc3c(=O)n(CC(=O)NCc4ccc(F)cc4)ncn3n2)cc1
    -1	-7	1	3	-12	-1	3	4	0
Cc1ccccc1N1OC2C(=O)N(c3ccc(F)cc3)C(=O)C2C1c1ccccn1 (stereo not given)
    4	11	10	-1	-8	12	3	1	-1
Cc1occc1-c1nnc(SCC(=O)Nc2nccs2)n1Cc1ccco1
    -1	3	-3	4	2	9	-6	-3	1
COc1ccccc1N1C(=S)NC2CS(=O)(=O)CC21 (stereo not given)
    -2	6	0	7	1	0	-3	-2	-1
C/C(CCC1CC(C)OC1=O)=N\NC(N)=O (stereo not given)
    -8	x	-3	8	x	1	x	-5	-1
c1ccc(Sc2ncnc3c2oc2ccccc23)cc1
    1	1	1	-1	3	11	4	-3	-6
O=C(O)C=C1C2CC3CC(C2)CC1C3
    1	5	-3	-1	-5	-2	12	3	-1
c1ccc2c(c1)COC(CN1CCCCC1)OC2
    0	8	-1	7	-2	2	4	0	4
CC1CCN(C(=O)COC(=O)c2ccc([N+](=O)[O-])o2)CC1
    x	12	-20	x	0	28*	7	x	x
O=C(Nc1ccccc1Oc1ccccc1)c1cc([N+](=O)[O-])ccc1Cl
    -8	6	4	1	4	2	2	-6	-4
Cc1nn(CCOc2ccccc2)c(=O)n1-c1cccc(F)c1
    -3	7	0	4	3	3	1	-3	4
COc1cccc(CN2CCN(Cc3cc(OC)c(OC)cc3OC)CC2)c1
    -1	1	1	-10	-7	3	7	1	6
COc1cc(OC)cc(C(=O)NCC(=O)OCC(=O)C(C)(C)C)c1
    5	6	-2	-2	-1	3	2	-2	2
CN1C(=O)/C(=C/c2ccco2)SC1=Nc1cccc(C(=O)O)c1
    -5	3	1	14	5	25*	-2	-3	0
Cc1sc2ncn(CC(=O)NCc3ccco3)c(=O)c2c1-c1ccccc1
    0	12	-1	-1	3	6	6	-3	-4
COc1ccccc1NS(=O)(=O)c1ccc(N/N=C/C=C/c2ccccc2[N+](=O)[O-])c([N+](=O)[O-])c1
    10	-1	0	3	-2	2	-8	-3	-1
Cc1ccc(Cn2c(SCC(=O)NCc3ccco3)nc3ccsc3c2=O)cc1
    1	-4	-2	-5	2	2	1	1	0
CCOc1ccc(CC(=O)NCCS(=O)(=O)N2CCN(c3ccccc3)CC2)cc1
    -5	8	1	2	11	9	1	0	0
Cc1ccc(C(C(=O)NC2CCCCC2)N(Cc2ccco2)C(=O)Cc2c[nH]c3ccccc23)o1 (stereo not given)
    3	5	-3	-3	9	3	9	1	-4
Cc1nn(-c2ccccc2)c(C)c1C(=O)OCC(=O)c1c(N)n(CC(C)C)c(=O)n(C)c1=O
    -3	7	-8	0	3	1	1	5	-2
COc1ccc(-n2c(Cc3cccn3C)nnc2SCC(N)=O)cc1
    -5	11	-6	2	-8	1	7	6	3
COc1ccc(Cn2nnnc2C(c2ccncc2)N2CCOCC2)cc1 (stereo not given)
    0	14	-4	1	3	2	6	3	2
COc1ccc(CC(=O)Nc2ccc(C(C)=O)cc2)cc1
    2	-12	1	-2	-3	-9	-3	-3	0
COc1cc(NS(C)(=O)=O)c(OC)cc1NC(=O)c1ccccc1
    -1	-4	-3	0	-14	-2	0	9	2
O=C(CCC(=O)N(CC(=O)NC1CCCC1)Cc1ccc2c(c1)OCO2)Nc1nccs1
    -1	x	3	0	x	7	x	-4	1
O=C(CSc1nnc(-c2ccccc2)o1)Oc1ccc(Br)cc1
    -3	-1	0	5	-2	0	5	4	7

# Continued:
# Screens in order – PME-1 inh	PAFAH1B3 FP inh	PAD4 inh	GSTO1 inh	PAFAH2 inh	pPAFAH FP inh	PAFAH1B2 inh	LYPLA2 counter	LYPLA1 inh
CC(C)(C)c1ccc(C(=O)NCC(=O)N/N=C/c2cccs2)cc1
    -2	8	-4	-7	2	5	4	7	-1
Nc1cc(S(=O)(=O)Nc2cc(Cl)ccc2Cl)ccc1N1CCOCC1
    13	-5	-2	1	4	6	2	-1	-1
O=C(Nc1ncn[nH]1)C(F)(F)C(F)F
    1	6	-6	8	6	4	0	10	9
NS(=O)(=O)c1ccc(CCNC(=O)CCCCCNc2nc(=S)[nH]c3ccccc23)cc1
    -5	x	4	4	x	-4	x	-10	-6
CCCN(CCC)S(=O)(=O)c1ccc(C(=O)N2CCOCC2)cc1
    4	1	1	2	5	1	1	4	-1
CCCCCCCCCCOC(=O)Cn1c(COc2ccc(Cl)cc2)[n+](C)c2ccccc21
    3	4	4	6	5	11	6	-2	0
Oc1ccc(Br)cc1/C=N/Nc1ccccn1
    1	4	-5	0	9	10	5	-4	-4
COc1ccccc1NC(=S)N(Cc1ccccc1)Cc1cccs1
    -6	9	2	-7	-6	-5	0	-7	1
CC(C)(Cc1cc(CC(C)(C)C(=O)O)cc(C(C)(C)C)c1)C(=O)O
    -5	-2	6	7	1	3	6	-2	0
CCOc1ccc(-c2noc(CCCC(N)=O)n2)cc1OC
    1	11	-5	-3	0	2	5	1	-1
COc1ccccc1NC(=O)Cc1nnc(SCC(=O)c2ccc(F)cc2)n1C
    -4	1	0	10	-8	8	1	-2	4
O=C(NNS(=O)(=O)c1ccc(F)cc1)c1ccc([N+](=O)[O-])cc1Cl
    3	14	0	-8	8	2	9	-3	-1
COc1cccc(OCCNC(=O)c2cc([N+](=O)[O-])cc([N+](=O)[O-])c2)c1
    2	4	0	-4	-1	4	-1	4	-1
CCN(CC)S(=O)(=O)c1cccc(C(=O)OC2CCOC2=O)c1 (stereo not given)
    -3	4	-2	0	0	-6	6	7	0
O=C(COc1cccnc1[N+](=O)[O-])NCCc1ccc(F)cc1
    0	4	1	12	-13	0	4	-2	1
COc1ccc(NC2CCCN(C(=O)C3=NN(C)C(=O)CC3)C2)cc1OC (stereo not given)
    3	6	-2	0	4	4	3	5	0
